MmCpn inh = blocks the Methanococcus maripaludis chaperonin Mm-Cpn; purified Mm-Cpn ATPase, ADP Transcreener TR-FRET; Potency, µM (highest dose often 76.9 µM), without a hit: at the top dose activity, negative = inhibition, actives largely listed as inhibitors; hit rate 0.031% among 330,000; also: potency is read from the fitted curve at half-maximal effect; % is scaled to controls: 0 for no effect and ±100 for the full control effect; nearly all actives have a fitted effect of over 80% in size
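Purified archaeal chaperonin (25 nM final) was preincubated with compound for 10 min at 37°C, then ATP (10 uM final) was added for 30 min at 37°C in Tris pH 7.4/KCl/MgCl2/DTT buffer. ADP was quantified by HTRF Transcreener TR-FRET.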
TDP43 rescue = inhibitors of TDP-43 toxicity in yeast; TDP-43 expressing yeast growth rescue, BacTiter-Glo, 24 h; Potency, µM (top dose mostly 46.1 µM), for inactives: top-dose growth rescue (activation), hits mostly activators; hit rate 1.8% among 410,000; AID 652104; also: potency is read from the fitted curve at half-maximal effect; % of control where 0% means no effect; nearly all actives have a fitted effect of over 50% in size
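Cell-based yeast growth screen: TDP-43 expression induced in galactose, inoculum OD600=0.02 after raffinose pregrowth to mid-log. Read-out BacTiter-Glo luminescence at 24 hr, 30 deg C; inhibition of toxicity seen as signal increase.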
GLP1R inv ag = GLP-1 receptor (human) inverse agonism; P43220; HEK293 GLP-1R CRE-luciferase, luminescence, 24 h; GLP-1R form is constitutively active; Potency, µM (top dose mostly 38.3 µM), inactives show at the highest dose activity change, negative = inhibition, most hits filed as inhibitors; hit rate 1.6% among 410,000; also: potency is read from the fitted curve at half-maximal effect; % is scaled to controls: 0 for no effect and ±100 for the full control effect; nearly all actives have a fitted effect of over 55% in size
Target sequence (P43220 whole entry, looked up): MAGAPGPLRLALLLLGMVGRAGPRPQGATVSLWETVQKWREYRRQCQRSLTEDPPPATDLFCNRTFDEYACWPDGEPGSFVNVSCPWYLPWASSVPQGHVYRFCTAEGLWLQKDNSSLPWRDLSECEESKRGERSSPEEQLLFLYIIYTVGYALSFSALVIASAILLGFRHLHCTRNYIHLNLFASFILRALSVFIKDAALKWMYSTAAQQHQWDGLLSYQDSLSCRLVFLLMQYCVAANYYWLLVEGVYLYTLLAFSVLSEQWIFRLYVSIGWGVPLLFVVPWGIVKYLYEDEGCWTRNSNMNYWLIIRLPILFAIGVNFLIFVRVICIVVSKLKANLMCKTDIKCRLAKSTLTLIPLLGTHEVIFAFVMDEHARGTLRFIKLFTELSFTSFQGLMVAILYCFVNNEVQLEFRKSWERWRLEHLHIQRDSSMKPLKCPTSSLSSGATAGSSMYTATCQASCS
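Seeding at 200 cells/uL, 12 h culture, 24 hr compound treatment, then luciferase reagent and a luminescence read; cells are HEK293 stably expressing a constitutively active GLP-1R plus cAMP-responsive luciferase.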
FUS yeast rescue = rescues growth of FUS-expressing yeast | S. cerevisiae FUS-expressing, growth rescue, OD600, 24 h | Potency, µM (highest dose often 76.6 µM), for inactives: top-dose growth rescue (activation), usual class: activators | hit rate 0.24% among 390,000 | AID 1347120;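 also: potency is read from the fitted curve at half-maximal effect; plate controls were DMSO vehicle for no effect and reference control for full effect; nearly all actives have a fitted effect of over 55% in size; some results filed as inactive show a strong effect at the top dose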
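Restored growth of FUS-toxic S. cerevisiae, read as 600 nm absorbance after 24 h at 30C in galactose medium (starting OD 0.005). Controls CP55940 and DMSO.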
PTHR1 agonist = activates the human parathyroid hormone receptor PTHR1 | Q03431 | HEK293 GP2 PTHR1 cells, GloSensor cAMP luminescence, 1 h | Potency, µM (titrated, usually from 115 µM), for the others: at the top dose activation, actives largely listed as activators | hit rate 0.075% among 410,000; also: potency is read from the fitted curve at half-maximal effect; nearly all actives have a fitted effect of over 55% in size; some results filed as inactive show a strong effect at the top dose; inactives centre near -15; many of its hits are not listed in these tables
Target sequence (Q03431 whole entry, looked up): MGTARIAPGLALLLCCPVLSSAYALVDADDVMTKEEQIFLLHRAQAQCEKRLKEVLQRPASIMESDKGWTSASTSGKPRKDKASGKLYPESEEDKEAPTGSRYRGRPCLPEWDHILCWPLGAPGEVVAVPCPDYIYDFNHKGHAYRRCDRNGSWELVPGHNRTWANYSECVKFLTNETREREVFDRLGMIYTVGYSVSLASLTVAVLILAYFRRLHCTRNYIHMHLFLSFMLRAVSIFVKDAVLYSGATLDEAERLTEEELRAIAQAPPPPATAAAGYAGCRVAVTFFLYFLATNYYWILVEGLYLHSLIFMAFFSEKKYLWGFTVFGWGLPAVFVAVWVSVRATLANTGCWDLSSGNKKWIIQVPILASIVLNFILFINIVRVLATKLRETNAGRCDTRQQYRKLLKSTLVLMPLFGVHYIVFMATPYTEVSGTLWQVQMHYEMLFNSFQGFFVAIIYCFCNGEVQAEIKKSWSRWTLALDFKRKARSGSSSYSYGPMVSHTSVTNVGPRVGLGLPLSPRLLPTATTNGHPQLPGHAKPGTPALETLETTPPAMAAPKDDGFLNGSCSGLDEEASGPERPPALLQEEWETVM
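HEK-293-derived GP2 cells expressing PTHR1 and a GloSensor cAMP reporter, 3,000/well, plated overnight, given luciferin plus IBMX (each 0.5 mM as added) for 1 h at 37 °C, then compound for 1 h at 37 °C. Luminescence was read after 15 min at room temperature.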
HEK293 tox = cytotoxic in the GLP-1 receptor inverse agonist counter-screen; HEK293 cAMP-luciferase reporter cells, luminescence, 24 h; Potency, µM (titrated, usually from 38.3 µM), without a hit: top-dose activity change, negative = inhibition, actives largely listed as inhibitors; hit rate 0.13% among 410,000;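 also: loss of luciferase light is scored as toxicity; potency is read from the fitted curve at half-maximal effect; % is scaled to controls: 0 for no effect and ±100 for the full control effect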
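Cells in DMEM/10% Nu serum/1% pen-strep, 1536-well format. Pre-incubated 12 h, dosed with 23 nL compound, incubated a further 24 h. Luciferase detection, 12 min at room temp, luminescence.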
Abeta yeast res = compounds reversing amyloid beta toxicity in yeast; yeast expressing A-beta42, growth rescue, OD600, 48 h; response scale: 0% DMSO, 100% iron-clioquinol control; Potency, µM (doses to about 46.1 µM), without a hit: top-dose growth rescue, hits mostly activators; hit rate 0.063% among 410,000; also: potency is read from the fitted curve at half-maximal effect; nearly all actives have a fitted effect of over 55% in size
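Yeast A-beta toxicity model in growth medium with pinned compounds, 48 h at 30 C; growth read as absorbance at 600 nm. Normalized to FeCl3/clioquinol equimolar mix (positive) and DMSO (negative).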
pAkt inh = blocks phosphorylation of Akt; activity change, % for hits at 50 µM; AID 651550; Neuro2A IGF-stimulated pAkt S473 HTRF, 20 min; active compounds read low; hit rate 0.32% among 360,000; in the data active = activity change below about -80%; inconclusive = mostly about -51% to -80%; also: % is scaled to controls: 0 for no effect and ±100 for the full control effect
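Neuro2A cells in DMEM with 0.5% FBS, overnight at 37 deg C, given compound at single 50 µM final, then IGF (6 nM final) for 20 min at 37 deg C. Lysed; phospho-Akt Ser473 by HTRF after 24 h, 665/615 ratio.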
aSyn yeast inh = alpha-synuclein toxicity inhibition in yeast; Yeast expressing alpha-synuclein, growth rescue, BacTiter-Glo, 24 h; Potency, µM (series often up to 46.1 µM), for inactives: at the top dose growth rescue (activation), hits mostly activators; hit rate 0.14% among 370,000; also: potency is read from the fitted curve at half-maximal effect; % of control where 0% means no effect; nearly all actives have a fitted effect of over 65% in size
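Rescue of yeast growth: cells expressing toxic alpha-synuclein, induced in galactose at OD600 0.02, incubated with compound 24 h at 30 C. ATP luminescence quantified growth; inhibitors of toxicity appear as activators.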
* = called active by the depositor; i = inactive; ? = inconclusive; / = not tested or not shown; [ ] = dose if it differs, or a comment. Unless noted, calls follow the shape of the dose curve; as a rule, active = well fitted curve in the direction sought with a large enough effect; inconclusive = small, poorly fitted or top-dose-only effect, or another doubt; inactive = no such curve, though single readings can be large; an effect the other way counts as inactive or inconclusive. Some of the compounds tested (hit frequency here may not be typical).

#1 Cc1noc(NS(=O)(=O)c2ccc(N/C=C/C(=O)c3ccc4c(c3)OCO4)cc2)c1C
#2 CCN(CC(=O)Nc1ccc(NC(C)=O)cc1)C(=O)C1COc2ccccc2O1 (stereo not given)
#3 CCOC(=O)N1CCC(N2Cc3cccc(C(=O)N4CC(C)CC(C)C4)c3C2=O)CC1 (stereo not given)
#4 CCCCC(=O)N1CCCC(c2nc3c(nnn3Cc3cc(C)ccc3C)c(=O)[nH]2)C1 (stereo not given)
#5 N=C(N)SCP(=O)(c1ccccc1)c1ccccc1

compound no.	1	2	3	4	5
MmCpn inh	1%	-2%	2%	0%	2%
TDP43 rescue	-8%	-2%	-9%	-8%	8%
GLP1R inv ag	27%	-10%	?	-27%	?
FUS yeast rescue	15%	/	/	29%	10%
PTHR1 agonist	-22%	i	-20%	-12%	-33%[inhibitor]
HEK293 tox	-18%	8%	?	2%	17%
Abeta yeast res	6%	0%	-2%	-1%	16%
pAkt inh	i	i	i	-118%*	i
aSyn yeast inh	10%	0%	8%	2%	0%

#6 O=C(O)c1cccc(NC2=C(Cl)C(=O)c3ccccc3C2=O)c1
#7 Cc1ccccc1CNC(=O)c1ccc(CSc2nc3cccnc3n2Cc2ccccc2)cc1
#8 COc1cc2ccccc2cc1C(=O)NC(=S)Nc1cccc(C(=O)O)c1C
#9 O=[N+]([O-])c1ccccc1C=NN1CCCCCC1
#10 COc1cc2[nH]c(=O)n(Cc3ccc(C(=O)NCC4CCCO4)cc3)c(=O)c2cc1OC (stereo not given)

compound no.	6	7	8	9	10
MmCpn inh	-1%	/	-1%	/	0%
TDP43 rescue	?	4%	-20%	?	-11%
GLP1R inv ag	?	-10%	125%[activator]	?	5%
FUS yeast rescue	15%	?	7%	4%	-12%
PTHR1 agonist	0%	i	-14%	-12%	-2%
HEK293 tox	?	-4%	-5%	-5%	10%
Abeta yeast res	-10%	4%	0%	-10%	-2%
pAkt inh	i	/	i	i	i
aSyn yeast inh	-5%	/	1%	-2%	-3%

#11 Cc1ccc(-n2c(SCC(=O)Nc3cccc(S(=O)(=O)NC4=NCCCCC4)c3)nc3ccccc3c2=O)cc1C
#12 O=C(Nc1ccc(Cl)cc1)Nc1ccccc1NS(=O)(=O)c1cccs1
#13 O=C(NC(=S)Nc1ccccc1[N+](=O)[O-])c1ccco1
#14 CCCCn1c(N)c(N(CCC(C)C)C(=O)CC2CCCCC2)c(=O)[nH]c1=O
#15 CCCC(C)C(=O)Nc1nc(C)c(-c2csc(Nc3ccccc3OC)n2)s1 (stereo not given)

compound no.	11	12	13	14	15
MmCpn inh	-8%	2%	1%	3%	?
TDP43 rescue	-12%	-19%[0.397 µM]	16%	-24%	29%
GLP1R inv ag	1%	?	15%	7%	2%
FUS yeast rescue	/	23%	-9%	14%	37%
PTHR1 agonist	i	-33%[inhibitor]	-4%	-59%[inhibitor]	6%
HEK293 tox	-21%	-26%	?	-5%	11%
Abeta yeast res	17%	-7%	-6%	-7%	7%
pAkt inh	i	i	i	i	i
aSyn yeast inh	1%	-7%	-5%	0%	1%

#16 COc1ccc(CCNC(=O)CN2C(=O)NC(Cc3c[nH]c4ccccc34)C2=O)cc1 (stereo not given)
#17 CCOc1ccc(CCNC(=O)c2cc(=O)[nH]c3ccc(S(=O)(=O)N4CCCCC4C)cc23)cc1OCC (stereo not given)
#18 O=C(Nc1cccnc1)C1CC(=O)N(c2ccc(F)cc2)C1 (stereo not given)
#19 O=C(NCCCNC(=O)c1cccnc1)c1ccc(Cl)cc1
#20 CC(=O)Nc1ccc(-c2nnc(SCC(=O)c3ccc4c(c3)Cc3ccccc3-4)n2C)cc1

compound no.	16	17	18	19	20
MmCpn inh	-3%	/	-2%	3%	-3%
TDP43 rescue	-8%	14%	-9%	-4%	-17%
GLP1R inv ag	?	14%	4%	12%	-2%
FUS yeast rescue	-3%	42%	-10%	9%	?
PTHR1 agonist	-1%	-23%	i	-20%	i
HEK293 tox	-9%	-16%	12%	-1%	-12%
Abeta yeast res	4%	4%	-10%	-8%	-1%
pAkt inh	i	/	i	i	i
aSyn yeast inh	6%	/	1%	-3%	10%

#21 CC1CCCCC12NC(=O)N(CC(=O)OCC(=O)NC(=O)c1ccccc1)C2=O (stereo not given)
#22 COc1ccc(/C=C/C(=O)OCC(=O)Nc2ccc(N3CCOCC3)cc2)cc1
#23 Cc1ccc(N2C(=O)CC(n3ccnc3)C2=O)cc1C (stereo not given)
#24 CN(C)S(=O)(=O)c1ccc(C(=O)OCc2nnc(-c3ccccc3)o2)cc1
#25 CCCC(C)NNC(=O)c1cc2ccccc2[nH]1 (stereo not given)

compound no.	21	22	23	24	25
MmCpn inh	0%	0%	1%	0%	0%
TDP43 rescue	4%	6%	-2%	-27%	-8%
GLP1R inv ag	19%	-15%	-1%	19%	3%
FUS yeast rescue	-2%	33%	-12%	5%	12%
PTHR1 agonist	-2%	i	-6%[57.5 µM]	-8%	i
HEK293 tox	3%	-26%	-5%	8%	-5%
Abeta yeast res	-7%	-14%	9%	-17%	8%
pAkt inh	i	i	i	i	i
aSyn yeast inh	0%	7%	4%	-1%	-1%

Gathered by group: the entries above with a nitro group on carbon (2)
#9 O=[N+]([O-])c1ccccc1C=NN1CCCCCC1
#13 O=C(NC(=S)Nc1ccccc1[N+](=O)[O-])c1ccco1

compound no.	9	13
MmCpn inh	/	1%
TDP43 rescue	?	16%
GLP1R inv ag	?	15%
FUS yeast rescue	4%	-9%
PTHR1 agonist	-12%	-4%
HEK293 tox	-5%	?
Abeta yeast res	-10%	-6%
pAkt inh	i	i
aSyn yeast inh	-2%	-5%

New compounds follow:
#26 Cc1ccc(S(=O)(=O)N2CCC(=O)N(C(COCc3cccc(C)c3)Cc3ccccc3)CC2)cc1 (stereo not given)
#27 COC(=O)[C@]12CCCCC=C1N(CCc1ccc(OC)c(OC)c1)C(=O)[C@H](CC(=O)NCC1CCCCC1)C2
#28 CCN(CC(=O)Nc1ccc(NC(C)=O)cc1)C(=O)c1ccc(C(=O)c2ccccc2)cc1
#29 Cc1csc(NC(C)c2nc3cc(Cl)c(N4CCCCC4)cc3n2CCOCCO)n1 (stereo not given)
#30 NS(=O)(=O)c1ccc(CNC(=O)c2ccc(Br)o2)cc1

compound no.	26	27	28	29	30
MmCpn inh	1%	/	1%	/	1%
TDP43 rescue	-1%	6%	0%	0%	-20%
GLP1R inv ag	?	-25%	20%	-26%	12%
FUS yeast rescue	?	32%	/	2%	14%
PTHR1 agonist	i	5%	-4%	i	i
HEK293 tox	-4%	-1%	7%	13%	-18%
Abeta yeast res	7%	-4%	-3%	8%	-7%
pAkt inh	i	i	i	i	i
aSyn yeast inh	16%	-2%	8%	1%	-15%

#31 COc1ccc(N2CCC(CNC(=O)Nc3ccc(Cl)cc3)C2)cc1 (stereo not given)
#32 COc1ccccc1N1CCN(C(=O)c2sc3ncn(CC(=O)N4CCC(C)CC4)c(=O)c3c2C)CC1
#33 CN(C)S(=O)(=O)c1ccc2c(c1)C(=NNC(N)=O)c1cc(S(=O)(=O)N(C)C)ccc1-2
#34 O=C(CSc1ccc2ccccc2c1)Nc1ccc(S(=O)(=O)Nc2nccs2)cc1
#35 Cc1ccc(Cl)cc1NC(=O)c1cnc(N2CCCCC2)c2ccccc12

compound no.	31	32	33	34	35
MmCpn inh	-3%	4%	2%	0%	/
TDP43 rescue	-1%	-7%	2%	10%	-6%
GLP1R inv ag	?	-21%	18%	-1%	29%
FUS yeast rescue	2%	24%	2%	/	-9%
PTHR1 agonist	-17%	-32%[inhibitor]	i	-18%	-87%[inhibitor]
HEK293 tox	-17%	3%	2%	-12%	5%
Abeta yeast res	-7%	-14%	13%	18%	-4%
pAkt inh	i	i	i	i	/
aSyn yeast inh	-11%	9%	0%	-6%	/

#36 Cc1ccc(-n2c(SCC(=O)OC(C)C)nnc2-c2ccco2)cc1
#37 COCCn1c(SCC(=O)Nc2cccc(S(N)(=O)=O)c2)nc2ccccc21
#38 Cc1noc(C)c1S(=O)(=O)Nc1ccc2c(c1)CC(=O)N([C@H](C)CO)C[C@H](C)[C@H](CN(C)S(=O)(=O)c1ccc(F)cc1)O2
#39 COC(=O)c1cccc(Cn2c(Cl)c(/C=N/Nc3ccccc3C)sc2=O)c1
#40 CCO[C@H]1OC(C(=O)N2CCOCC2)=C[C@@H](c2cn(C(C)=O)c3ccccc23)[C@@H]1CCCO
#41 COc1cccc(CNC(=O)C23CN(Cc4ccccc4)CC2C(c2ccc([N+](=O)[O-])cc2)=NO3)c1 (stereo not given)
#42 COCCN(CCOC)C(=O)c1cc2c(=O)n3ccccc3nc2s1

compound no.	36	37	38	39	40	41	42
MmCpn inh	-1%	1%	0%	-1%	/	?	-7%
TDP43 rescue	9%	-2%	-10%	14%	-9%	5%	-25%
GLP1R inv ag	?	-12%	-1%	?	36%[activator]	?	11%
FUS yeast rescue	29%	-2%	?	/	10%	?	?
PTHR1 agonist	i	i	i	-22%	i	9%	i
HEK293 tox	42%[activator]	0%	-32%	?	10%	13%	110%[activator]
Abeta yeast res	1%	-7%	4%	0%	-13%	2%	-16%
pAkt inh	i	i	i	i	i	i	i
aSyn yeast inh	9%	4%	0%	-3%	-1%	4%	-3%

Screening results: PubChem, National Center for Advancing Translational Sciences (NCATS)
